# PglD inh = inhibitors of Campylobacter jejuni PglD acetyltransferase. purified PglD enzyme, DTNB colorimetric CoA detection. AID 602405. 360,000 tested, 0.098% active. inhibition, % at 12.5 µM; in the data active = inhibition above about 16%, passing the limit was not always enough; inconclusive = no clear call, values can overlap the other calls; note: strong numbers were not always called active
# ARNT TACC3 PPI = disrupts binding between human ARNT and TACC3 | Q9Y6A5 | AlphaScreen His-ARNT PAS-B/GST-TACC3 binding, luminescence; TACC3 fragment carries E629A point mutation | inhibition, % at 9.99 µM | 390,000 tested, 0.66% active | AID 623870;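 active = mean inhibition of replicates at least 50% and at least half of replicates each reaching 50%; inconclusive = half or more replicates reach 50% but mean below 50%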;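 note: 0% = complete ARNT plus TACC3 wells and 100% = ARNT alone without TACC3; many hits fall short of the cut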
# ERp5 inh = blocks human ERp5 reductase activity on insulin; Q15084; ERp5 insulin aggregation, absorbance 650 nm, 90 min; inhibition, % at 9.99 µM; 350,000 tested, 0.05% active; AID 651711;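 active = mean replicate inhibition above about 25%, with every replicate also reaching it, limit read from the data, passing the limit was not always enough; inconclusive = only one of those two criteria met; inactive = neither criterion met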
# Target sequence (Q15084 whole entry, looked up): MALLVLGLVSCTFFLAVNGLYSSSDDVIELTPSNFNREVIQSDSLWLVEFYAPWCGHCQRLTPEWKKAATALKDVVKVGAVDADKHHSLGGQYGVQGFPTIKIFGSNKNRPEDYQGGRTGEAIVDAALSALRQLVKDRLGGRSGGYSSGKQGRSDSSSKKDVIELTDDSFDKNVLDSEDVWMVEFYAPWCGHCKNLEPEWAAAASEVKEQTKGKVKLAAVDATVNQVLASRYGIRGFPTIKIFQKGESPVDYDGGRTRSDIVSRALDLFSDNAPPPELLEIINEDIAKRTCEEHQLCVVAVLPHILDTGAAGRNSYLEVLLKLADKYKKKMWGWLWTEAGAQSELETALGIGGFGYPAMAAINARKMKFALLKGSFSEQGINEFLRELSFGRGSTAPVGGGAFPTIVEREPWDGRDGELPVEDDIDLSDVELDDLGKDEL
# RAD52 anneal inh = inhibitors of human RAD52 DNA annealing | 360,000 tested, 0.46% active | AID 651710 | inhibition, % at 18.7 µM | recombinant RAD52 DNA annealing, FRET fluorescence | P43351;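 active = every replicate showing at least 50% inhibition; inconclusive = mean inhibition at least 50% but not in every replicate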
# RAD54 branch = blocks human RAD54 Holliday junction branch migration; inhibition, % at 10.4 µM; 360,000 tested, 0.14% active; FAM/BHQ fluorescence; Q92698;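 active = mean normalized replicate activity at least 40 and at least half of replicates scoring 40 or more; inconclusive = only one of the two criteria met; inactive = mean below 40 and under half of replicates reaching 40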;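 note: 0% = median of neutral control wells and 100% = median of positive control wells; inhibitors cause a drop in the FAM fluorescence signal; in these data hits start at about 50%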
# E-selectin induc = induces E-selectin expression in human endothelial cells; HUVEC E-selectin immunofluorescence imaging; normalized: neutral wells 0, TNF-alpha wells 100; P16581; AID 686992; activation, % at 7.58 µM; 260,000 tested, 0.37% active;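 active = mean E-selectin-positive cell signal at least 10% of the positive control, reached in at least 60% of replicates, without over 20% cell loss; inconclusive = no rule given, readout overlaps actives, possibly toxicity-flagged; inactive = the rest, including those meeting only one limit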;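 note: in these data hits start at about 27%; measured in HUVEC primary endothelial cells; signal is the percent of cells scored E-selectin positive by PE staining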
#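 Read-out: % PE-positive cells | Test system: HUVEC | Doses: One compound dose added by pin transfer | Buffer or medium: EGM-2 over gelatin coat | Signal: Immunofluorescence imaging | Benchmarks: TNF-alpha, DMSO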
# esBAF inh = blocks esBAF chromatin remodeling in mouse ES cells; Bmi1-luciferase knock-in reporter, 24 h; 100% = twice the neutral-well signal; reporter increase, % at 12.5 µM; 350,000 tested, 2% active; AID 602393; in the data active = activation above about 40%; inconclusive = no clear call, values can overlap the other calls;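 note: 0% = median of the plate's neutral control wells and 100% = double that signal; a rise in the Bmi1 reporter signal indicates esBAF inhibition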
# Casp6 inh = caspase-6 (human) enzyme inhibition | P55212 | purified caspase-6, Z-VEID-R110 cleavage fluorescence | inhibition, % at 12.5 µM | 350,000 tested, 0.53% active;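 active = mean inhibition across replicates at least about 35%, with every replicate also reaching that limit, limit read from the data; inconclusive = only one of the two criteria met; inactive = neither criterion met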;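 note: 0% = median of neutral control wells and 100% = no fluorescence left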
# Target sequence (P55212 24-179 limits assumed): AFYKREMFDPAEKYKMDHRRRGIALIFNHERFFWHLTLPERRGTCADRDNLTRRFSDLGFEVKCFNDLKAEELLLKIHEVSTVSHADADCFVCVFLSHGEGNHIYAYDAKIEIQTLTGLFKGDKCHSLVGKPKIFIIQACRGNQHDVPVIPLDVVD
# Target sequence (P55212 194-293 limits assumed): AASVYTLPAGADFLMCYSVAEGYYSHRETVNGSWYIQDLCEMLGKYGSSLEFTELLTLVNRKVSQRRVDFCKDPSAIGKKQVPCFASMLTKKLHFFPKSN
# * = called active by the depositor; ? = inconclusive; · = not tested or not shown.
SMILES,PglD inh,ARNT TACC3 PPI,ERp5 inh,RAD52 anneal inh,RAD54 branch,E-selectin induc,esBAF inh,Casp6 inh
COc1ccc2c(c1)c(=O)oc1cc3occ(C(C)(C)C)c3cc12,4,-24,·,·,19,·,3,·
Cn1c(NC(=O)c2ccc(Cl)cc2)c(-c2ccccn2)c(=O)c2ccccc21,0,-11,·,·,9,·,6,·
C[C@@H]1CN([C@@H](C)CO)C(=O)c2cc(NC(=O)c3ccncc3)ccc2O[C@@H](C)CCCCO[C@H]1CN(C)C(=O)c1ccncc1,-3,0,-3,-3,0,-0.3,-1,3
CCN1CC(CN(C)Cc2nc(-c3ccc(Cl)cc3)no2)CC1=O (stereo not given),6,0,0,-15,-3,0.0,4,0
Cc1ccnc(NC(=O)c2ccc3c(c2)C(=O)N(CCC(C)C)C3=O)c1,-1,-2,15,-7,3,1.5,16,-1
COc1ccc(-c2nc3cc(C)c(Br)c(C)n3c2CC(C)(C)C)cc1OC,-2,·,-5,-33,8,177*,-8,-3
COc1ccccc1NS(=O)(=O)c1cccc(NC(=O)c2[nH]c(C)c(C(C)=O)c2C)c1,·,9,4,-21,·,·,-1,2
Nc1c(C(=O)NCc2ccc(Cl)cc2)sc2nc3c(c(C(F)(F)F)c12)CCC3,-5,1,2,-11,1,·,-1,-2
COc1ccc(CNC(=O)C2CCN(C(=O)c3ccc(F)cc3)CC2)cc1OC,-1,-4,-10,-8,0,·,1,0
CCN(CC)C(=O)Cn1cc(S(=O)(=O)CC(=O)NCc2ccc(F)cc2)c2ccccc21,-1,-2,6,-21,-4,-0.3,5,0
CCOC(=O)CC1C(=O)NCCN1Cc1cccc(C(F)(F)F)c1 (stereo not given),0,-3,-5,-2,11,-0.3,1,7
COc1cc(C)ccc1OCCCOc1cc(C)ccc1Cl,9,-12,·,·,-2,·,28,·
COc1ccccc1NC(=O)N1CCCCN2[C@H](CO)[C@H](c3ccc(-c4cccc(C)c4)cc3)[C@H]2C1,0,20,5,17,2,1.1,·,-3
COCCCN(C)C1CCN(C(=O)Nc2ccc(F)cc2)CC1,-1,-2,1,-7,-7,·,1,-9
O=C(Nc1cc([N+](=O)[O-])ccc1F)c1ccc2c(c1)OCCO2,·,-1,2,2,·,·,·,-1
Cc1c(CCC(=O)O)c(=O)oc2c(C)c(OCc3ccccc3Cl)ccc12,-3,-5,-4,-8,-6,-0.2,-24,7
O=C(NCCCn1ccnc1)/C(=C\c1ccccc1Cl)NC(=O)c1ccccc1,3,5,8,-12,-2,-0.4,·,-5
C[C@H](CO)N1C[C@H](C)[C@H](CN(C)CC2CCCCC2)Oc2c(NC(=O)C3CC3)cccc2C1=O,-4,5,2,-17,-3,0.0,-1,2
Clc1ccc(CN2CCc3c([nH]c4ccccc34)C2)cc1Cl,-2,-4,2,-20,-2,0.1,6,-3
Cc1ccc(C)c(NC(=O)CN(C)C(=O)c2cccc(-n3cccc3)c2)c1,-1,-14,1,-5,2,-0.2,-2,59*
Cc1cc(NC(=O)CCCn2nc([N+](=O)[O-])c(Br)c2C)no1,4,-4,?,-11,-3,0.1,-2,2
COc1cccc(C(c2nnnn2Cc2ccco2)N2CCN(c3cccc(C)c3C)CC2)c1OC (stereo not given),0,-4,·,·,-4,·,-13,·
Cc1ccc(CN(C)C(=O)COC(=O)CSc2ccc(C(N)=O)cc2[N+](=O)[O-])cc1,-2,7,-3,-3,7,0.3,1,2
COc1ccc(CC(=O)Nc2cccc(/C(C)=N/NC(=O)c3cccc([N+](=O)[O-])c3)c2)cc1,-2,3,·,·,1,·,11,·
CC(C)(C)NC(=O)NC(=O)COC(=O)Cc1c(Cl)cccc1Cl,·,8,0,6,·,2.2,·,8
CC(C)NC(=O)N[C@@H]1CC[C@@H](CCn2cc(-c3ccc(F)cc3)nn2)O[C@@H]1CO,-3,31,-1,1,-17,-0.1,2,2
CN1[C@@H]2c3ccc(-c4cccnc4)c(=O)n3C[C@@H]2[C@@H](CO)[C@@H]1C(=O)NC1Cc2ccccc2C1,4,4,-1,18,12,0.2,2,2
CNC(C)C#Cc1ccc2sc3cccc(OC)c3c(=O)c2c1 (stereo not given),1,-1,5,-10,9,-0.2,17,1
CC(Oc1ccc(Br)cc1)C(=O)Nc1cc(Cl)ccc1N1CCN(C)CC1 (stereo not given),·,10,-2,5,·,-0.5,·,-1
CC(=O)N1CCN(C(=S)NC(=O)c2ccc(F)cc2)CC1,1,5,1,8,-4,0.3,15,3
CCCCOP(=O)(c1ccc(N(C)C)cc1)C(O)c1ccc(OC)c(OC)c1 (stereo not given),·,-9,3,-7,·,0.4,·,1
Cc1ccc(S(=O)(=O)N2CCN(C(=O)c3ccc(-n4cncn4)c([N+](=O)[O-])c3)CC2)cc1,-2,-1,-5,-1,-9,0.0,-5,2
Clc1cccc(-c2ccc3ncnc(NCc4cccnc4)c3c2)c1,0,0,11,-14,1,-0.2,-7,-5
NS(=O)(=O)c1cccc(NC(=O)CSc2nnnn2-c2ccccc2)c1,1,-4,1,-8,4,0.1,1,4
Cc1onc(-c2ccccc2)c1-c1nnc(COC(=O)c2ccc(N(C)C)cc2)o1,0,·,-5,-7,-6,-0.1,-8,-5
CN(CC(=O)NCC(=O)Nc1ccc(F)c(F)c1F)C1CCS(=O)(=O)C1 (stereo not given),2,·,3,-16,-1,·,1,4
O=C(CNC(=O)c1ccccc1F)NC1CC1,-1,-8,·,·,-4,·,6,·
Cc1ccc(NS(=O)(=O)c2ccc3c(c2)NC(=O)CCS3)c(C)c1,3,-10,1,-12,-7,·,4,1
Cc1cc(OCCCCn2ccnc2)cc(C)c1Cl,·,-1,5,33,·,·,·,-3
O=C(NCc1ccccc1)c1ccc(Br)cc1[N+](=O)[O-],2,-5,2,20,3,·,·,2

# Compound profiles, from the list above.
# CC(=O)N1CCN(C(=S)NC(=O)c2ccc(F)cc2)CC1 is entered as PglD inh = 1; ARNT TACC3 PPI = 5; ERp5 inh = 1; RAD52 anneal inh = 8; RAD54 branch = -4; E-selectin induc = 0.3; esBAF inh = 15; Casp6 inh = 3
# COc1ccc(-c2nc3cc(C)c(Br)c(C)n3c2CC(C)(C)C)cc1OC is entered as PglD inh = -2; ARNT TACC3 PPI = ·; ERp5 inh = -5; RAD52 anneal inh = -33; RAD54 branch = 8; E-selectin induc = 177*; esBAF inh = -8; Casp6 inh = -3

# (more compounds)
SMILES,PglD inh,ARNT TACC3 PPI,ERp5 inh,RAD52 anneal inh,RAD54 branch,E-selectin induc,esBAF inh,Casp6 inh
Cc1ccc(OCC(=O)Nc2nnn(C)n2)c(C)c1,4,1,·,·,0,·,5,·
CC1CCN(C(=O)c2cc3nc(-c4ccccc4)cc(-c4ccccc4)n3n2)CC1,2,-26,·,·,4,·,1,·
O=S(=O)(c1ccccc1)N1CC[C@@H]2[C@H](CO)Nc3ccc(-c4ccccc4F)cc3[C@@H]21,0,15,·,·,-7,0.3,-3,·
COC(=O)C1=C(N)Oc2cc(N(C)C)ccc2C1c1ccccc1OC (stereo not given),4,8,·,·,8,·,-14,·
CCOC(=O)c1ccc(NC(=O)c2cc(S(=O)(=O)N3CCOCC3)cn2C)cc1,0,-4,7,-10,-13,·,-2,-2
CC(C)(C)c1ccc(NC(=O)CSc2n[nH]c(=O)n2-c2cccnc2)cc1,0,-1,3,-5,2,0.7,-5,1
CCN(CC)S(=O)(=O)c1ccc2c(c1)nc(CCC(=O)Nc1ccccc1Cc1ccccc1)n2CC,-2,0,·,·,-13,·,1,·
Cc1ccc(S(=O)(=O)N2C[C@H]3N(C(=O)OC(C)C)N(C(=O)OC(C)C)C[C@H](OC(=O)NC4CCCC4)[C@@]3(O)C2)cc1,-3,·,0,-13,-9,-0.1,8,3
Cc1ccccc1CNC(=O)C(=O)NCCC1CCCCN1S(=O)(=O)c1cccs1 (stereo not given),·,-2,4,-6,·,·,·,1
O=C(CCl)Nc1ccccc1C(=O)c1ccccc1,·,19,8,-3,·,·,·,29
O=C(C[C@@H]1C/C=C\CCC(=O)OC[C@H](Cc2ccccc2)NC1=O)N[C@@H](CO)Cc1ccccc1,6,-3,2,-11,-7,0.0,8,4
CCCNC(=O)C1(C)CCCN(C(=O)c2cccc(C(F)(F)F)c2)C1 (stereo not given),-2,·,-4,-8,13,0.0,0,3
C[C@H]1CN([C@@H](C)CO)C(=O)c2cc(NC(=O)CCCN(C)C)ccc2O[C@H]1CN(C)Cc1ccc2c(c1)OCO2,·,·,1,4,·,-1.1,·,2
CC(C)c1ccc(NC(=O)[C@H](NC(=O)[C@@H]2Cc3ccccc3CN2)c2ccccc2)cc1,·,-3,3,-7,·,·,·,-3
O=c1[nH]cnc2[nH]ncc12,3,-1,0,-3,7,-0.1,-2,2
O=C(C[C@H]1CC[C@@H]2[C@H](COC[C@@H](O)CN2C(=O)c2ccccc2F)O1)NCc1ccc(-c2ccccc2)cc1,-5,0,-4,-32,-2,0.0,1,-4
COc1ccc(C2CCCN2C(=S)Nc2ccc(C)cc2Cl)cc1OC (stereo not given),-8,9,7,-12,7,-1.2,21,3
COc1ccc(OC)c(NC(=O)COC(=O)CCCN=C2NS(=O)(=O)c3ccccc32)c1,3,0,-1,11,7,0.2,3,3
Cc1cc(NC(=O)COC(=O)[C@@H](NS(=O)(=O)c2ccccc2)C(C)C)no1,·,-12,3,-7,·,·,·,-1
COc1ccc(C(=O)Nc2ccc(Nc3ccccc3)cc2)cc1OC,1,-1,-1,0,-13,·,-1,1
Cn1c(=O)c2c(nc(N3CCCCC3)n2CCSc2nc3ccccc3s2)n(C)c1=O,4,10,·,·,3,·,0,·
C=CCNC(=O)c1cc(-c2ccncc2)nc2c(C)cc(C)cc12,-4,-12,-7,-15,-9,-3.0,·,-1
Cc1ccc(NC(=O)CSCC(=O)NC2(C)CCS(=O)(=O)C2)cc1 (stereo not given),-3,4,1,-5,4,0.9,-5,-32
COc1ccccc1CNC(=O)C(CCSC)NC(=O)c1cccc(S(=O)(=O)N2CCOCC2)c1 (stereo not given),1,-4,-9,-9,0,-0.3,9,0
O=C(C1CCC1)N1CCCCN2[C@@H](CO)[C@@H](c3ccc(C#CC4CCCC4)cc3)[C@@H]2C1,-1,8,2,50,-1,·,·,1
Cc1c(C(=O)NCc2ccc(F)cc2)sc(=O)n1Cc1ccccc1,-3,·,-2,-4,-13,·,7,2
COc1ccc(-c2csc(C(C)(O)c3ccc(F)c(F)c3)n2)cc1OC (stereo not given),2,·,5,0,-4,0.9,2,8
COC(=O)CSc1nc2ccccn2c(=O)c1C=O,·,-5,-3,-3,·,·,·,1
Cc1noc(C)c1NC(=O)N[C@@H]1CC[C@H](CC(=O)Nc2ccc(-c3ccccc3)cc2)O[C@H]1CO,7,-1,0,-1,7,0.0,-5,-2
O=C([C@@H]1[C@@H](CO)[C@@H]2Cn3c(cccc3=O)[C@@H]2N1Cc1ccccc1Cl)N1CCCCC1,-1,29,0,5,-2,-1.5,0,0
COc1cccc(C(=O)Nc2ccc3c(c2)C(=O)N(C)[C@@H]2CC[C@@H](CC(=O)NCC4CC4)O[C@@H]2CO3)c1,-3,-2,-1,6,-8,0.0,3,-2
CCNC(=O)CSc1nnc(-c2ccccc2)n1-c1ccc(OCC)cc1,0,-7,·,·,1,·,-2,·
Cc1nn(CCCC(=O)Nc2cc(Oc3ccc(F)cc3)cc([N+](=O)[O-])c2)c(C)c1[N+](=O)[O-],4,1,·,·,-4,·,-7,·
